From PubChem
USP2a block – USP2a (human) protease inhibition; USP2 core, Ub-CHOP2 coupled fluorogenic reporter, 485/531; Potency, µM (doses to about 38.3 µM), inactives show at the top dose activity change, negative = inhibition, most hits filed as inhibitors; actives 0.01% (n = 330,000); AID 463254;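 also: potency is read from the fitted curve at half-maximal effect; plate controls were DMSO wells for no effect and full inhibition by NEM control for full effect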
Target sequence (O75604 whole entry, looked up): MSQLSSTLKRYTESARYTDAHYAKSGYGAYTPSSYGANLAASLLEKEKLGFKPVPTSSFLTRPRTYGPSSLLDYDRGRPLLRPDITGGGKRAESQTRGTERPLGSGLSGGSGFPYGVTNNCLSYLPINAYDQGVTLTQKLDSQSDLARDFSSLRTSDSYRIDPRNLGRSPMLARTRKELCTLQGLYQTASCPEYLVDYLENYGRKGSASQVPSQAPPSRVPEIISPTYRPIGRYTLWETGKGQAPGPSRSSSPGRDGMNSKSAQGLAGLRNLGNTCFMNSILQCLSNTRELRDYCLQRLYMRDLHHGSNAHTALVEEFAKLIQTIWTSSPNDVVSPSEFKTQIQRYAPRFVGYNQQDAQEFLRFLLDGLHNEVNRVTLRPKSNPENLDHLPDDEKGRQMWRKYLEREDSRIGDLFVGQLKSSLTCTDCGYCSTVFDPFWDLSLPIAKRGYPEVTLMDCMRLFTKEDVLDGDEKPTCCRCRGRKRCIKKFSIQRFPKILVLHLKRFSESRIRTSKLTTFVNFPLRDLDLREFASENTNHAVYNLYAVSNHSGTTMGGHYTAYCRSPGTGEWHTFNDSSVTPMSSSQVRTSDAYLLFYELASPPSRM
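Cell-free coupled assay: 10nM USP2 core preincubated 30min RT with compound in Tris-HCl pH 8.0/CaCl2/CHAPS buffer, then 25nM Ub-CHOP2 and 25nM reporter substrate; fluorescence (Ex 485/Em 531) read after 60min RT, normalized to NEM inhibition, concentration-response curves fitted.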
Eya2 inh – blocks the phosphatase activity of human Eya2. actives 0.006% (n = 330,000). AID 488837. O00167. recombinant Eya2, OMFP fluorescence dephosphorylation (OMFP is methylfluorescein phosphate). Potency, µM (series often up to 76.9 µM), inactives show at the top dose activity, negative = inhibition, usual class: inhibitors; also: potency is read from the fitted curve at half-maximal effect; % is scaled to controls: 0 for no effect and ±100 for the full control effect
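Eya2 protein (added as 0.2 uM solution) was preincubated with compound for 10 min at ambient temperature in 50 mM HEPES pH 7.5, 50 mM NaCl, 5 uM MgCl2, 0.05% BSA, 1 mM DTT. OMFP (added at 50 uM) then reacted 10 min; fluorescence read at 485/525 nm.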
uPA surface inh – cell surface uPA generation inhibition; actives 0.31% (n = 330,000); Potency, µM (top dose mostly 38.3 µM), for inactives: top-dose activity change, negative = inhibition, hits mostly inhibitors; cell surface uPA generation assay, qHTS; active = well fitted inhibition curve with a large enough effect; inconclusive = small, poorly fitted or top-dose-only effect; inactive = no such curve, though single readings can be large or run the other way; tested in mouse RAW 264.7 cells; also: potency is read from the fitted curve at half-maximal effect; % is scaled to controls: 0 for no effect and ±100 for the full control effect; nearly all actives have a fitted effect of over 55% in size
S-ASM inh – blocks human secretory acid sphingomyelinase; P17405; actives 0.006% (n = 340,000); placental ASM, HMU-PC fluorogenic substrate, 60 min; Potency, µM (titrated, usually from 57.5 µM), for inactives: at the highest dose activity change, negative = inhibition, most hits filed as inhibitors; also: potency is read from the fitted curve at half-maximal effect
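Fluorogenic HMU-PC substrate (9 uM final) is turned over by placental ASM in 60 min at 37 C after a 10 min compound preincubation. Reaction ended by alkaline stop (pH 10), with fluorescence read at 386/447 nm.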
TSG101-PTAP inh – blocks PTAP/TSG101 interaction to inhibit HIV-1 budding; Potency, µM (series often up to 115 µM), for inactives: top-dose activity change, negative = inhibition, actives largely listed as inhibitors; Fluorescence polarization, FITC-PTAP peptide / Tsg101 binding; Q99816; AID 493005; 340,000 tested, under 10 active; active = well fitted inhibition curve with a large enough effect in the main read-out, with a control signal flat, not every such curve was filed as active; inconclusive = small, poorly fitted or top-dose-only effect, or effect the other way, or a change in a side signal; inactive = no such curve, though single readings can be large or run the other way; also: potency is read from the fitted curve at half-maximal effect; % of control where 0% means no effect
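Compounds were pin-transferred onto Tsg101 binding domain (10 uM final) in HEPES pH 7.5 buffer, then FITC-PTAP peptide was added at 50 nM final. After 20 min at RT, polarization reported peptide displacement across a qHTS concentration series.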
p53 reactivator – mutant p53 re-activation in reporter cells; H1299 p53-A138V BP100-luciferase reporter, luminescence, 24 h; Potency, µM (titrated, usually from 92.2 µM), without a hit: at the highest dose activity change, positive = activation, hits mostly activators; actives 0.063% (n = 320,000); also: potency is read from the fitted curve at half-maximal effect; % of control where 0% means no effect; nearly all actives have a fitted effect of over 45% in size
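H1299 (p53-null), stable ts p53-A138V + BP100-Luc; 1000 cells/well, Opti-MEM/10% FBS; cpd 4 pt, 1:5; 24 h, 37 deg C, 5% CO2; detection reagent 10 min RT; luminescence.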
ELG1 genotox – inducers of genotoxicity in HEK293T ELG1-luciferase cells; HEK293T ELG1-luciferase reporter, luminescence, 16 h; Potency, µM (doses to about 46 µM), inactives show at the highest dose activity change, positive = activation, usual class: activators; actives 1.3% (n = 330,000); AID 504466; also: potency is read from the fitted curve at half-maximal effect; % of control where 0% means no effect; nearly all actives have a fitted effect of over 60% in size
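Reporter readout depends on ELG1 protein level, which increases with genetic stress. After 16 hr compound exposure at 37 °C, luciferase activity was quantified using ONE-Glo.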
Integrin act MD – activates integrin-mediated alleviation for muscular dystrophy; alpha7betagal myoblasts, beta-gal FDG fluorescence, 48 h; Potency, µM (highest dose often 38.3 µM), for inactives: at the highest dose activation, usual class: activators; actives 0.064% (n = 350,000); AID 624291;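 also: potency is read from the fitted curve at half-maximal effect; 100% = response of the positive control SU9516; nearly all actives have a fitted effect of over 60% in size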
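alpha7betagal+/- myoblasts (passage 13, 250/well) treated 48 h at 37C with compounds at 1:260 dilution of DMSO stock. Lysed, then beta-galactosidase activity read as FDG fluorescence (ex 480/em 540) after 30 min, with pre-read for autofluorescence.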
B2AR arrestin – agonists driving beta-arrestin recruitment to human beta2-adrenergic receptor. P07550. beta-arrestin recruitment to beta2AR, cell-based reporter. Potency, µM (doses to about 46.1 µM), without a hit: at the highest dose activation, hits mostly activators. actives 0.02% (n = 330,000);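 also: potency is read from the fitted curve at half-maximal effect; 0% = DMSO controls and full agonism = EC100 isoproterenol or metaproterenol; nearly all actives have a fitted effect of over 65% in size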
Target sequence (P07550 whole entry, looked up): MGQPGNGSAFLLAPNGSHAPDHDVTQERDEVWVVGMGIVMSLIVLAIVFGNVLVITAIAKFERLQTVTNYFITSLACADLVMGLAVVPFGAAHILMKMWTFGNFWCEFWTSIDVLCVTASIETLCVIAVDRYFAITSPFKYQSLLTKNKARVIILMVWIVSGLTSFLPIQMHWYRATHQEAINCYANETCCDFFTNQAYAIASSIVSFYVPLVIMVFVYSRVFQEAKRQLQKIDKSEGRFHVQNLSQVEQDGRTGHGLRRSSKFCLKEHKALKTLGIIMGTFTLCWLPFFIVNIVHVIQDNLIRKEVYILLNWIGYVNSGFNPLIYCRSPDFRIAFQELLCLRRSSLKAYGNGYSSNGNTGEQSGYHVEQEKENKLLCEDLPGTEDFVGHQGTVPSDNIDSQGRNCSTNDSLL
TRPV1 ag – human TRPV1 agonism; actives 0.19% (n = 320,000); activation, % at 8.33 µM; TRPV1-expressing cells, Fluo-8 calcium influx, agonist mode; in the data active = activation above about 80%; inconclusive = between about 30% and that limit; also: 0% is about no effect
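Cells expressing TRPV1 were dye-loaded with Fluo-8 and read kinetically: 10 s baseline, 3 min after compound (agonist portion), then 2 min after EC20 capsaicin (allosteric enhancer portion). Calcium-bound dye fluorescence at 480/520 nm.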
BRCA1 expr act – increases BRCA1 expression | Potency, µM (highest dose often 46.1 µM), for the others: at the top dose activation, hits mostly activators | actives 1.1% (n = 380,000) | MCF7-BRCA1-FFLuc reporter, luminescence, 48 h; response scale: scaled: vehicle 0%, 10 µM genistein 100%; also: potency is read from the fitted curve at half-maximal effect; nearly all actives have a fitted effect of over 80% in size; some results filed as inactive show a strong effect at the top dose
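Activators of BRCA1 expression were detected as increased firefly luciferase luminescence in engineered MCF7 cells after 48 h compound incubation. Signals were scaled to genistein 10 microM as full activation.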
Starred values were filed as active, the others as inactive; i = inactive; ? = inconclusive; . = not tested or not shown; [ ] = remark or other dose. Unless noted, calls follow the shape of the dose curve; as a rule, active = well fitted curve in the direction sought with a large enough effect; inconclusive = small, poorly fitted or top-dose-only effect, or another doubt; inactive = no such curve, though single readings can be large; an effect the other way counts as inactive or inconclusive.

SMILES	USP2a block	Eya2 inh	uPA surface inh	S-ASM inh	TSG101-PTAP inh	p53 reactivator	ELG1 genotox	Integrin act MD	B2AR arrestin	TRPV1 ag	BRCA1 expr act
CCC(C(=O)OCC(=O)Nc1ccc(Cl)c(S(=O)(=O)N(C)C)c1)c1ccccc1 (stereo unspecified)	1%	-1%	-12%	-8%	-6%	19%	0%	23%	0.4%	0	-78%
c1ccc(-c2noc(-c3ccc4c(c3)OCO4)n2)nc1	3%	20%	?	-1%	-4%	-19%	?	23%	-0.5%	2	?
O=C(Nc1ccccc1)C1CCCCC1	0%	8%	2%	0%	-4%	10%	0%	-10%[7.66 µM]	-0.8%	-2	6%
Cc1ccc(NC(=O)c2cc(NC(=O)C3CC=CCC3C(=O)O)ccc2N2CCOCC2)cc1 (stereo unspecified)	3%	5%	-1%	-1%	-2%	5%	-2%	13%	0.2%	0	13%
Oc1ccccc1C1=Nc2ccccc2N=C(c2ccco2)C1	0%	-11%	.	-2%	-8%	17%	3%	2%[7.66 µM]	0.4%	4	-19%
Cc1cc(N)n(-c2ccc([N+](=O)[O-])cc2)n1	4%	-4%	-8%	-1%	0%	2%	8%	-12%	0.0%	-2	12%
CNCCCNCc1ccc(SC)cc1	4%	11%	.	.	.	-1%	1%	.	0.1%	1	.
CN(C(=S)NC(=O)/C=C/c1ccc(F)cc1)C1CCCCC1	5%	-1%	5%	-4%	0%	0%	1%	5%	-1.1%	?	-7%
Cc1cc(C(=O)N/N=C/c2ccc(C)s2)n[nH]1	1%	-19%	-1%	1%	-4%	?	?	-10%	-0.2%	?	7.1µM*
O=C(C[C@H]1C/C=C\CC[C@@H](Cc2ccc(F)cc2)C(=O)O[C@@H](c2ccccc2)CNC1=O)N[C@H](CO)Cc1ccccc1	3%	4%	2%	-10%	-1%	-7%	6%	16%	0.0%	.	-69%
O=C(Nc1nccs1)c1cc(N2CCOCC2)nc2ccccc12	-2%	1%	0%	2%	-4%	-9%	-5%	-7%	0.5%	?	-18%
Cc1ccc(-c2nc(NCc3ccco3)c3ccccc3n2)cc1	-1%	5%	-5%	-3%	-2%	?	-1%	-14%	0.4%	3	-38%
Cc1c(NC(=O)c2ccc(NS(=O)(=O)c3ccccc3)cc2)c(=O)n(-c2ccccc2)n1C	2%	1%	-10%	-4%	.	.	1%	12%	0.1%	-1	5%
CC1(C)CC(=O)C=C(c2cccc(CO)c2)C1	0%	-4%	3%	3%	-2%	-4%	3%	0%	0.2%	1	6%
CC(C)(C)c1ccc(OCCNC(=S)Nc2ccccc2)cc1	-13%	-18%	4%	-2%	-12%	-6%	-5%	8%	0.1%	-3	-40%

In another format: five of the compounds above
SMILES,USP2a block,Eya2 inh,uPA surface inh,S-ASM inh,TSG101-PTAP inh,p53 reactivator,ELG1 genotox,Integrin act MD,B2AR arrestin,TRPV1 ag,BRCA1 expr act
Cc1c(NC(=O)c2ccc(NS(=O)(=O)c3ccccc3)cc2)c(=O)n(-c2ccccc2)n1C,2%,1%,-10%,-4%,.,.,1%,12%,0.1%,-1,5%
CNCCCNCc1ccc(SC)cc1,4%,11%,.,.,.,-1%,1%,.,0.1%,1,.
c1ccc(-c2noc(-c3ccc4c(c3)OCO4)n2)nc1,3%,20%,?,-1%,-4%,-19%,?,23%,-0.5%,2,?
Cc1ccc(NC(=O)c2cc(NC(=O)C3CC=CCC3C(=O)O)ccc2N2CCOCC2)cc1 (stereo unspecified),3%,5%,-1%,-1%,-2%,5%,-2%,13%,0.2%,0,13%
O=C(Nc1nccs1)c1cc(N2CCOCC2)nc2ccccc12,-2%,1%,0%,2%,-4%,-9%,-5%,-7%,0.5%,?,-18%

The results go on.
SMILES	USP2a block	Eya2 inh	uPA surface inh	S-ASM inh	TSG101-PTAP inh	p53 reactivator	ELG1 genotox	Integrin act MD	B2AR arrestin	TRPV1 ag	BRCA1 expr act
Cc1ccc(OCC(=O)N2CCN(S(=O)(=O)c3ccc(Cl)cc3)CC2)c([N+](=O)[O-])n1	2%	0%	-3%	0%	-3%	-5%	1%	-5%	-0.7%	0	-9%
CCOc1ccc(NC(=O)CN2C(=O)CSc3ccc(S(=O)(=O)N4CCCC4)cc32)cc1	4%	3%	-4%	-1%	-6%	-6%	-2%	2%	0.2%	12	-8%
COC(=O)c1ccc(SCC(=O)NCc2ccccc2)c([N+](=O)[O-])c1	-2%	-7%	-3%	-2%	-3%	-1%	-2%	18%	0.1%	5	-1%
O=C(NC(=S)Nc1cccc([N+](=O)[O-])c1)C1CCCCC1	0%	-16%	0%	-4%	0%	?	10%	?	-0.6%	30	31%
Cc1cc(C)n(C(=O)c2cc3c(s2)CCCC3)n1	3%	-4%	0%	-6%	-1%	5%	2%	3%	0.3%	7	-21%
CC1=NN(c2nc(-c3ccc(C)cc3)cs2)C(=O)C1N=Nc1ccc2ccccc2c1 (stereo unspecified)	4%	11%	4%	-11%	1%	2%	-3%	-1%	0.0%	5	-21%
N#Cc1c(-c2ccco2)cc(-c2ccccn2)nc1N	-1%	3%	0%	i	-4%	16%	4%	-3%	0.0%	0	-42%
CCOC(=O)c1sc(N2C(=O)C(O)=C(C(=O)c3ccco3)C2c2ccc(C)o2)nc1C (stereo unspecified)	-3%	3%	-1%	5%	-12%	2%	-3%	-28%	-0.6%	-1	-2%
O=C(OCC#CCSc1nnc(-c2ccncc2)o1)c1sc2ccccc2c1Cl	1%	3%	-1%	-9%	0%	-3%	-5%	-12%	0.2%	2	-15%
CCc1cc(/C(Cc2csc(C)n2)=N/O)c(O)cc1O	1%	19%	-3%	-7%	-3%	2%	0%	-19%	0.2%	26	-20%
O=C(Cc1cccs1)NCCCc1ccccc1	1%	-3%	0%	5%	-5%	-2%	2%	0%	0.2%	-2	24%
O=C(NCC1(c2ccccc2)CCCC1)c1ccccc1	1%	-7%	-18%	1%	-7%	-4%	-1%	?	-0.8%	17	-8%
O=C(CCSCc1ccccc1F)N1CCN(c2ccccn2)CC1	1%	-5%	-5%	-2%	-5%	23%	18µM*	-6%	-0.2%	?	10µM*
COc1ccc(C2=NOC(C(=O)Nc3ccc(C)cc3)C2)cc1OC (stereo unspecified)	1%	-12%	.	-2%	-4%	0%	1%	-17%	4.6%	?	3%
CCCC1(CC)C(=O)NC(=O)N=C1N (stereo unspecified)	.	.	6%	3%	-5%	.	.	-5%	.	.	-6%
O=C(NCc1cccc(Cl)c1)C1CCC(=O)N(CCCN2CCOCC2)C1 (stereo unspecified)	-2%	?	-3%	-1%	-6%	.	1%	10%	0.0%	-1	-2%
O=C(Nc1cccc(O)c1)c1cc(-c2ccco2)on1	-2%	1%	-15%	-2%	-2%	?	?	15%	0.3%	?	-10%
COc1ccc(F)cc1S(=O)(=O)NCc1cc(=O)n(C)c(=O)n1C	-1%	3%	-6%	4%	0%	1%	0%	15%	0.0%	-1	-22%

Single records, from the list above:
Profile of CCOc1ccc(NC(=O)CN2C(=O)CSc3ccc(S(=O)(=O)N4CCCC4)cc32)cc1 = USP2a block: 4%; Eya2 inh: 3%; uPA surface inh: -4%; S-ASM inh: -1%; TSG101-PTAP inh: -6%; p53 reactivator: -6%; ELG1 genotox: -2%; Integrin act MD: 2%; B2AR arrestin: 0.2%; TRPV1 ag: 12; BRCA1 expr act: -8%
Profile of N#Cc1c(-c2ccco2)cc(-c2ccccn2)nc1N = USP2a block: -1%; Eya2 inh: 3%; uPA surface inh: 0%; S-ASM inh: i; TSG101-PTAP inh: -4%; p53 reactivator: 16%; ELG1 genotox: 4%; Integrin act MD: -3%; B2AR arrestin: 0.0%; TRPV1 ag: 0; BRCA1 expr act: -42%
